# Sm TGR block – inhibitors of Schistosoma mansoni thioredoxin glutathione reductase; Potency, µM (titrated, usually from 114 µM), for the others: top-dose activity change, negative = inhibition, usual class: inhibitors; Q962Y6; actives 3% (n = 360,000); purified TGR, DTNB reduction, TNB absorbance 405 nm; further: potency means the concentration at half of the fitted maximal effect; nearly all actives have a fitted effect of over 60% in size
#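 First, TGR (20 nM dispensed) and NADPH were mixed with compound. Second, a 15 min room-temperature incubation followed. Third, further NADPH and then DTNB were added to start the reaction. Finally, TNB absorbance was monitored kinetically.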
# HCMV antiviral – blocks human cytomegalovirus replication; HFF cells, HCMV-luciferase reporter, 72 h; hits give low values; activity change, negative = inhibition, % at 57.5 µM; actives 4.5% (n = 410,000); AID 1259415; in the data active means activity change below about -60%; inconclusive means no clear call, values can overlap the other calls; inactive means above about -39%
#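 Steps: HFFs plated, 16 h 37C; compounds added; HCMV-luciferase added to MOI 1 PFU/cell; 72 h 37C; OneGlo reagent, 5 min room temperature; luminescence read, normalized to controls.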
# AmpC inh detg – AmpC beta-lactamase inhibition with detergent present | AmpC hydrolysis of nitrocefin, absorbance 480 nm, 0.01% Triton | Potency, µM (series often up to 114 µM), without a hit: at the highest dose activity change, negative = inhibition, hits mostly inhibitors | actives 0.041% (n = 370,000);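 further: potency means the concentration at half of the fitted maximal effect; 0% = no-compound wells and -100% = no-enzyme wells; nearly all actives have a fitted effect of over 25% in size; some results filed as inactive show a strong effect at the top dose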
# Target sequence (P00811 whole entry, looked up): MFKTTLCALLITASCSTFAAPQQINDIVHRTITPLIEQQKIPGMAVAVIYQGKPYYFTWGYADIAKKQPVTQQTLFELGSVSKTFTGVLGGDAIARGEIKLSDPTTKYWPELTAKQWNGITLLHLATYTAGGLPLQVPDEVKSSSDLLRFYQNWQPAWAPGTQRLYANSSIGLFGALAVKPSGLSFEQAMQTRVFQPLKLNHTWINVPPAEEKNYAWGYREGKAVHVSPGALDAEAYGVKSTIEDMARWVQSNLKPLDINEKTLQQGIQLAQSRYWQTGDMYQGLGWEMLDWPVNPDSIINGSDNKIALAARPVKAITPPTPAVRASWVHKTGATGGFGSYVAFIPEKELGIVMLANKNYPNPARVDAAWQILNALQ
#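 AmpC (5.3 nM in the dispensed reagent) in 20 mM phosphate pH 7.0 with 0.01% (detergent screen) or 0.0001% Triton X-100 was preincubated with compounds for 15 min at room temperature. Nitrocefin was then added from an 800 uM solution, and hydrolysis was followed at 480 nm.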
# Giardia FBPA inh – blocks Giardia fructose-bisphosphate aldolase activity | actives 0.71% (n = 290,000) | Potency, µM (top dose mostly 59.6 µM), without a hit: at the top dose activity, negative = inhibition, actives largely listed as inhibitors | purified Giardia FBPA | AID 2451 | A8B2U2; further: potency means the concentration at half of the fitted maximal effect; nearly all actives have a fitted effect of over 55% in size
# Target sequence (A8B2U2 whole entry, looked up): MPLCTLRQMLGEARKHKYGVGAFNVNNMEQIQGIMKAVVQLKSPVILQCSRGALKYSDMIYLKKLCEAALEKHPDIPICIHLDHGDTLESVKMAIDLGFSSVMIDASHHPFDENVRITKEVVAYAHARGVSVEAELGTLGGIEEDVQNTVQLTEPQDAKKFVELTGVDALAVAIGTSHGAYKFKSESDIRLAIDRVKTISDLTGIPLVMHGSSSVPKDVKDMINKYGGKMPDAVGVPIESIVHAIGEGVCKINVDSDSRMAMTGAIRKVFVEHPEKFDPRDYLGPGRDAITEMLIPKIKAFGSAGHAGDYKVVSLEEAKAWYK
#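 40 nM FBPA preincubated 10 min at RT with compound (up to 57.5 uM final), then substrate plus GAPDH/TPI/NAD/arsenate coupling and diaphorase/resazurin added. Fluorescence read after 20 min at RT, 525/598 nm.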
# AMA1-RON2 inh – disrupts binding of P. falciparum AMA1 to RON2; Potency, µM (highest dose often 58.2 µM), inactives show at the top dose activity change, negative = inhibition, hits mostly inhibitors; actives 0.2% (n = 360,000); AlphaScreen AMA1-biotinylated RON2 peptide binding;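 further: potency means the concentration at half of the fitted maximal effect; 0% = vehicle wells and -100% = peptide control; nearly all actives have a fitted effect of over 45% in size; some results filed as inactive show a strong effect at the top dose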
#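 AMA1 (3D7) with his tag at 25 nM final met compounds first, then biotinylated RON2 peptide at 25 nM; detection used donor plus acceptor beads, 10 µg/mL apiece, read by AlphaScreen after 30 min at room temperature.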
# HCV inh – blocks hepatitis C virus; AID 651820; Huh7.5.1 HCVcc-Cre infection, luciferase reporter, 44 h; actives 3.4% (n = 340,000); Potency, µM (top dose mostly 41.8 µM), without a hit: top-dose activity change, negative = inhibition, hits mostly inhibitors; further: potency means the concentration at half of the fitted maximal effect
#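 HCVcc-Cre virus at an moi near 0.5 was added right after compound to cells cultured 4 h from seeding (1,000 cells/well). Luciferase activity was determined 44 h later, 15 min after substrate addition at RT.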
# The depositor's hits bear a star; u = inconclusive; x = no result given; & = joins results of further samples; [ ] = another dose, or the depositor's remark. Unless noted, the call rests on the fitted dose curve; in most records, active means well fitted curve in the direction sought with a large enough effect; inconclusive means small, poorly fitted or top-dose-only effect, or another doubt; inactive means no such curve, though single readings can be large; an effect the other way counts as inactive or inconclusive. Unless noted, on the % scale 0 is the no-effect control and ±100 the full control effect.
SMILES,Sm TGR block,HCMV antiviral,AmpC inh detg,Giardia FBPA inh,AMA1-RON2 inh,HCV inh
Cc1ccc(C)c(NC(=O)C2CCCN(S(=O)(=O)c3ccc4[nH]c(=O)ccc4c3)C2)c1 (configuration not stated),-0.5%&-3.7%,-30.6&-4.4,-3.8%&19.6%,10.2%,-22.3%,8.1%
CC(C)CN(C(=O)c1cccc(S(=O)(=O)N2CCCCC2)c1)C1CCS(=O)(=O)C1 (configuration not stated),2.0%&0.2%,0.0&-6.8,u,10.5%,7.8%,20.7%
O=C(CS(=O)(=O)c1ccccc1)NCc1ccccc1,-10.4%,-21.2,-1.5%,22.1%,6.3%,8.4%
CCOC(=O)C1CCN(c2ccc([N+](=O)[O-])c(C(C)=O)c2)CC1,1.3%,-30.0,u,0.9%,-10.2%,-7.1%
O=C(Nc1ccc2nc(SCC(=O)N3CCCC3)sc2c1)c1ccc(Br)cc1,-3.4%,-7.7,-8.1%,x,x,x
CC(c1nnc(SCC(=O)c2c(N)n(C3CC3)c(=O)[nH]c2=O)n1-c1ccc(F)cc1)N(C)C (configuration not stated),0.4%,48.1,-3.0%,x,7.9%,2.5%
CN=C1SC(CC(=O)Nc2ccc(F)cc2F)C(=O)N1/N=C/c1ccc(OC(F)F)c(OC)c1 (configuration not stated),x,u,-4.5%,-0.3%,23.9%,-24.0%
CCn1nnnc1SCC(=O)Nc1ccc2c(c1)OCCO2,7.2%,47.5,3.8%,-11.0%,14.6%,6.9%
Cc1cc(C)nc(-n2nc(C)c(Br)c2Nc2ccc(Br)cc2)n1,-10.2%,-21.1,0.7%,6.1%,2.6%,23.5%
Cc1ccc(CCNC(=O)CCCn2c(=O)c3ccccc3n(Cc3ccccc3C)c2=O)cc1,-2.1%,-13.2,12.3%,x,x,x
Cn1cc(C(=O)NCc2ccc(Cl)cc2)c(=O)c2cc(S(=O)(=O)N3CCOCC3)ccc21,6.3%,52.5,u,10.4%,8.0%,7.8%
CCCN1C(=O)c2ccc(C(=O)Nc3cc(C)ccc3O)cc2C1=O,u,19.3,-2.3%,6.0%,3.4%,14.9%

# The list goes on; it opens with the 2 that closed the last part.
SMILES,Sm TGR block,HCMV antiviral,AmpC inh detg,Giardia FBPA inh,AMA1-RON2 inh,HCV inh
Cn1cc(C(=O)NCc2ccc(Cl)cc2)c(=O)c2cc(S(=O)(=O)N3CCOCC3)ccc21,6.3%,52.5,u,10.4%,8.0%,7.8%
CCCN1C(=O)c2ccc(C(=O)Nc3cc(C)ccc3O)cc2C1=O,u,19.3,-2.3%,6.0%,3.4%,14.9%
Cc1ccccc1Cn1ccc(=NCc2ccccc2)cc1,-12.8%,-98.1*,-14.4%,7.0%,-2.7%,25.9%
Cc1csc(=Nc2cccnc2)n1Cc1ccco1,-26.2%,-33.9,-6.0%,1.2%,4.7%,0.562µM*
Cc1ccc(-n2c(SCC(=O)Nc3ccc4c(c3)OCCO4)nnc2-c2ccco2)cc1,-3.6%,-1.5,-5.1%,-0.2%,4.1%,-12.2%
CC(C)C(NC(=O)CSc1ccc(Cl)cc1)C(C)C,-12.2%,-33.1,-11.3%,-3.6%,2.6%,5.8%
O=C1[C@@H]2CSCN2C(=O)CN1CCc1cccc(F)c1,u,-15.7,-9.3%,-5.6%,-4.7%,3.7%
COc1cccc(-c2cc(C(=O)NCC3CCCO3)c3cc(C)cc(C)c3n2)c1 (configuration not stated),17.4%,-9.6,-1.8%,4.4%,18.6%,u
COC(=O)C(C)Oc1ccc2c(-c3cccc([N+](=O)[O-])c3)cc(=O)oc2c1 (configuration not stated),7.0%,45.3,-9.1%,0.7%,-6.1%,u
COc1cc(S(=O)(=O)Nc2cccc(C(=O)O)c2)c(OC)cc1Cl,-0.8%,-1.2,-2.5%,-1.1%,-4.0%,11.3%
COc1ccc(C(=O)NCCCn2ccnc2)cc1[N+](=O)[O-],u,-23.4,0.6%,-0.5%,0.0%,9.0%
O=C(CCS(=O)(=O)c1ccc(Br)cc1)N1CCC2(CC1)OCCO2,3.6%,-30.7,-1.2%,5.4%,0.0%,-23.8%
CCOC(=O)c1c(CCl)nc2ccccc2c1C,u,67.5,-1.5%,-14.6%,u,2.0%
CCC(=O)N1CCN=C1SCc1ccc(F)cc1,0.6%,-30.9,u,-0.2%,11.1%,17.4%
CCN1CCCC1CN(Cc1cc2cc(C)cc(C)c2[nH]c1=O)C(=O)Nc1ccccc1OC (configuration not stated),u,0.0,u,-22.7%,-7.0%,-15.3%
CN(C)S(=O)(=O)N1CCCN(S(=O)(=O)N(C)C)CC1,-7.9%,22.8,-15.6%,1.2%,-8.3%,9.4%
C/C(=N\Nc1ncc(Cl)cc1Cl)c1ccccn1,-33.0%,x,1.4%,-13.6%,70.8%[activator],u
CCOc1ccc(NC(=O)CN2C(=O)NC(C)(c3ccc4c(c3)OCCCO4)C2=O)cc1OCC (configuration not stated),x,-2.3,x,x,-4.6%,-25.6%
O=[N+]([O-])c1ccccc1NC(=S)N/N=C/c1ccc(O)c(O)c1,-22.0%,u,-1.7%,u,77.3%[activator],u
CC(C)C[C@H](N)c1nnc(SCc2ccc(Cl)cc2Cl)o1,7.9%,8.6,0.2%,x,x,x
CCC(=O)Nc1ccc2c(c1)C(=O)c1ccccc1C2=O,0.0%,144.6,0.7%,-2.7%,-18.2%,u
Cc1cc(OCC(=O)N2CCN(c3ccccc3)CC2)c2c(C)c(C)c(=O)oc2c1,4.5%,-34.4,1.4%,4.8%,0.0%,11.8%
CCCn1c(Nc2ccccc2)nc2ccccc21,-0.7%,52.4,-2.0%,6.4%,5.6%,16.6%
Fc1ccc(-c2cc(C(F)(F)F)nc(-n3cncn3)n2)cc1,-1.0%,43.3,2.8%,2.2%,-0.9%,u
O=C(/C=C/c1ccccc1)Oc1coc(CSc2ncccn2)cc1=O,-17.9%,9.3,-0.1%,-4.9%,-12.2%,9.9%
COc1ccc2cc(C(=O)N3CCN(c4cccc(C)c4C)CC3)[nH]c2c1,-9.6%,1.4,-1.4%,12.2%,3.3%,17.0%
CCc1nnc(NC(=O)CSc2nccn2-c2cccc(C)c2C)s1,0.0%,u,u,0.2%,4.3%,u
CC(=O)N(CCC(c1ccco1)C(C)C)Cc1ccc(OC(C)C)cc1 (configuration not stated),u,5.3,3.8%,3.9%,-10.7%,u
COCCNC(=O)c1onc(CSc2ccc(F)c(F)c2)c1C(=O)O,-0.1%,-22.5,0.1%,9.4%,13.2%,9.5%
NC(=O)C1(N2CCCCC2)CCN(C(=O)CSc2nc3ccccc3o2)CC1,x,12.3,x,x,4.0%,11.2%
COC(=O)CN1C(=S)N(c2ccc(Cl)cc2)C(=O)C1CC(=O)Nc1ccccc1 (configuration not stated),1.7%,48.2,4.5%,-4.6%,-7.5%,13.6%
Nc1cccc(N=[N+]([O-])c2cccc(N)c2)c1,x,-15.2,x,x,-6.1%,20.0%
CCOC(=O)N1CCN(c2c(-c3ccc(C)cc3)c(=O)c2=O)CC1,-23.7%,-30.9,u,7.6%,2.3%,0.8%
Cc1ccc2cc(C(c3nnnn3C3CCCC3)N(Cc3cccnc3)Cc3ccco3)c(=O)[nH]c2c1 (configuration not stated),u,-33.7,-3.8%,-20.5%,-3.9%,-15.6%&5.9%
COc1ccc(-c2cc(C(F)(F)F)n3nc(C(=O)NCc4ccco4)cc3n2)cc1OC,1.2%,21.9,u,-5.6%,15.9%,-20.2%
CCCCOc1ccc(C(=O)Nc2ccc(-c3nc4ccccc4s3)cc2C)cc1,2.8%,38.1,-2.6%,x,x,x
COc1ccc(-c2cc(C(=O)Nc3c(C)n(C)n(-c4ccccc4)c3=O)c3ccccc3n2)cc1OC,-11.3%,-5.4,-6.0%,13.9%,14.3%,-4.6%
Cc1ccc2c(c1)CN1CN2Cc2cc(C)ccc21,0.9%,3.4,-10.6%,-0.9%,-7.0%,12.2%

# 3 entries drawn at random from those above:
SMILES,Sm TGR block,HCMV antiviral,AmpC inh detg,Giardia FBPA inh,AMA1-RON2 inh,HCV inh
Nc1cccc(N=[N+]([O-])c2cccc(N)c2)c1,x,-15.2,x,x,-6.1%,20.0%
Cc1ccc2c(c1)CN1CN2Cc2cc(C)ccc21,0.9%,3.4,-10.6%,-0.9%,-7.0%,12.2%
COc1ccc(-c2cc(C(F)(F)F)n3nc(C(=O)NCc4ccco4)cc3n2)cc1OC,1.2%,21.9,u,-5.6%,15.9%,-20.2%

# A different layout for part of the listing above:
canonical_smiles	Sm TGR block	HCMV antiviral	AmpC inh detg	Giardia FBPA inh	AMA1-RON2 inh	HCV inh
Nc1cccc(N=[N+]([O-])c2cccc(N)c2)c1	x	-15.2	x	x	-6.1%	20.0%
CCc1nnc(NC(=O)CSc2nccn2-c2cccc(C)c2C)s1	0.0%	u	u	0.2%	4.3%	u

# More records follow:
SMILES,Sm TGR block,HCMV antiviral,AmpC inh detg,Giardia FBPA inh,AMA1-RON2 inh,HCV inh
O=C(O)CCCn1cc(NC(=O)COc2ccc(F)cc2)cn1,2.4%,54.3,0.9%,-3.9%,-26.9%,-2.1%
CCOC(=O)C1CCN(C(=O)CSc2nccc(C)n2)CC1,-3.2%,-22.1,-2.5%,-0.1%,9.7%,13.9%
O=c1c(Cl)c(N/N=C/c2ccc(Br)cc2)cnn1-c1ccccc1,-27.7%,19.1,-2.8%,-5.6%,-2.6%,14.3%
CN(C)/C=C/C(=O)/C=C/c1ccc(Cl)cc1Cl,-5.3%,-16.4,3.4%,3.3%,1.9%,-5.2%
CCN(CC)c1ccc(NC(=O)C2CCC(CNc3c(N4CCCC4)c(=O)c3=O)CC2)c(C)c1 (configuration not stated),-9.9%,-9.4,1.0%,-0.4%,-3.3%,-23.6%
Nc1ccc(SCc2cccnc2)cc1,-5.3%,-28.3,-5.1%,2.4%,1.1%,2.9%
COC(=O)c1nn(C)c(=O)[nH]c1=O,x,14.3,x,x,25.5%,13.4%
O=C(CC1SC(=O)N(c2ccccc2)C1=O)Nc1cccc2ccccc12 (configuration not stated),u,15.8,-4.2%,-14.3%,70.0%[activator],22.6%
COc1ccc(CN2CCN(C)CC2)cc1OCc1ccccc1,-21.7%,22.2,1.6%,-9.0%,6.8%,u
O=C(c1cccc(NS(=O)(=O)c2ccc(F)c(F)c2)c1)N1CCN(C(c2ccccc2)c2ccccc2)CC1,-6.9%,-15.9,-6.9%,9.6%,10.1%,u
Cc1ccc(C2(C)NC(=O)N(CC(=O)Nc3ccc4c(c3)OCO4)C2=O)cc1 (configuration not stated),3.3%,21.9,u,1.6%,3.8%,-13.4%
CC1CCCCC1NC(=O)Cn1ncc2ccccc21 (configuration not stated),-3.0%,-9.5,u,-2.6%,9.9%,9.0%

# Part of the list above in order of formula weight, low to high.
SMILES,Sm TGR block,HCMV antiviral,AmpC inh detg,Giardia FBPA inh,AMA1-RON2 inh,HCV inh
COC(=O)c1nn(C)c(=O)[nH]c1=O,x,14.3,x,x,25.5%,13.4%
Cc1ccc(C2(C)NC(=O)N(CC(=O)Nc3ccc4c(c3)OCO4)C2=O)cc1 (configuration not stated),3.3%,21.9,u,1.6%,3.8%,-13.4%
O=c1c(Cl)c(N/N=C/c2ccc(Br)cc2)cnn1-c1ccccc1,-27.7%,19.1,-2.8%,-5.6%,-2.6%,14.3%

# Compounds as they come; about 9.3% have a hit in one of these screens.
